MITF inh: human MITF inhibition, primary screen; AlphaScreen MITF homodimerization, bead proximity signal; inhibition, % at 2.6 µM; AID 1259374; 650,000 compounds, 0.91% hits; in the data active means inhibition above about 50%;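 further: 0% = vehicle wells with protein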
Target sequence (O75030 whole entry, looked up): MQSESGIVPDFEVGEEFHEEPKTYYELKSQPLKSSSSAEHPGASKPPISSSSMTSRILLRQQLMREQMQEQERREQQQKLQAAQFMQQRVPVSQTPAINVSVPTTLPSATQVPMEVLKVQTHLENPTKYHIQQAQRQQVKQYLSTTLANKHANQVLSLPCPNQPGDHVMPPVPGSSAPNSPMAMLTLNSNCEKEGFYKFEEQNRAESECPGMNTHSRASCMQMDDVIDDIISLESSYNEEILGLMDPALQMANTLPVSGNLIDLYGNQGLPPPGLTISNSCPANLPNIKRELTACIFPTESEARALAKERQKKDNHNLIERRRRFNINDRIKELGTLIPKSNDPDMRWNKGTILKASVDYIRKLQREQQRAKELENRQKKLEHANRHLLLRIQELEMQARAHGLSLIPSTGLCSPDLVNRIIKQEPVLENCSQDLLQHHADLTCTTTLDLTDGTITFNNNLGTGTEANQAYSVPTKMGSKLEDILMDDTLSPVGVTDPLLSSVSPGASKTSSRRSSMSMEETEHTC
FBW7 activator: human FBW7 E3 ligase activation, primary screen; AID 1259310; 650,000 compounds, 0.13% hits; AlphaScreen FBW7–phospho-cyclin E peptide binding, activator screen; Q969H0; normalized activity (activation), % at 26.1 µM; in the data active means normalized activity above about 1.9%;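 further: purified mutant Fbw7 with reduced substrate affinity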
TEAD-YAP inh: TEAD-YAP interaction inhibition. HEK-TIYL cells, TEAD-Gal4/YAP UAS-luciferase luminescence. inhibition, % at 9.12 µM. 640,000 compounds, 1.4% hits. AID 1259422; in the data active means inhibition above about 32%;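 further: 0% = median of test compound wells and 100% = reference inhibitor wells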
GPR151 ag: activates the human receptor GPR151; Q8TDV0; PathHunter beta-arrestin GPR151 cells, luminescence; activation, % at 11.2 µM; 650,000 compounds, 1% hits; AID 1508602; in the data active means activation above about 4.9%;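 further: 0% = median of compound wells and 100% = cells with positive control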
Target sequence (Q8TDV0 whole entry, looked up): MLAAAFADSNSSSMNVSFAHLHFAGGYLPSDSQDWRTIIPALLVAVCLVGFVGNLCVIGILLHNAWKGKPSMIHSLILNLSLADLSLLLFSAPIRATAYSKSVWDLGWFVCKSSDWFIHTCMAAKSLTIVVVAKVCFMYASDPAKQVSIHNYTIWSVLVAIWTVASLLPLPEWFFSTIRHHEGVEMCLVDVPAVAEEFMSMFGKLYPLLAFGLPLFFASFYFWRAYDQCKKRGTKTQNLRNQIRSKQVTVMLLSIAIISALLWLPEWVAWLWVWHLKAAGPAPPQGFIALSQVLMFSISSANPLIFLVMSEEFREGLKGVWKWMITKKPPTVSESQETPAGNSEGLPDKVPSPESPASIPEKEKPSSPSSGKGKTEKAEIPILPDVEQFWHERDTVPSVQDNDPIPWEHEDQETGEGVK
An asterisk follows results filed as active; / = not tested or not shown.

| structure | MITF inh | FBW7 activator | TEAD-YAP inh | GPR151 ag |
| --- | --- | --- | --- | --- |
| CCOP(=O)(OCC)C(NC(=O)Nc1cccc(Cl)c1)C(N)=O (stereo not given) | 13 | 0.1 | -12 | -1.1 |
| O=C1CSC(c2ccc(Cl)cc2Cl)N1c1ccccc1F (stereo not given) | -2 | 0.0 | -41 | -0.4 |
| Nc1ccc2oc(-c3cc(Cl)ccc3Cl)nc2c1 | 20 | 0.8 | 22 | -1.3 |
| Cc1ccnc(NS(=O)(=O)c2ccc(C)c([N+](=O)[O-])c2)c1 | 3 | -0.2 | 5 | -0.1 |
| COc1ccccc1NC(=O)C1CC12CCN(Cc1nc(-c3ccccc3)cs1)CC2 (stereo not given) | 6 | -0.1 | 3 | -0.9 |
| O=C(NCCc1ccsc1)Nc1ccccc1F | 3 | 0.0 | -29 | 0.2 |
| Cc1ccc(NC(=O)c2c(O)c3c([nH]c2=O)CCCC3)c(Br)c1 | 9 | 0.1 | -3 | 1.3 |
| CCN1C(=O)[C@H]2[C@H]3[C@H](O)[C@H](O)C/C(=N\OC[C@H]4O[C@H](c5ccccc5)C=C[C@@H]4Oc4ccc(OC)cc4)[C@@H]3CC[C@H]2C1=O | 9 | 0.1 | / | -2.6 |
| COc1ccc(-c2nnc(NC(=O)CCc3ccccc3)o2)cc1 | 1 | -0.2 | -6 | -2.5 |
| COC(=O)CN(c1ccc(OC)cc1)S(=O)(=O)c1c(C)noc1C | 14 | 0.0 | 4 | 0.6 |
| Cc1cccc(NC(=O)CCC(=O)N/N=C/c2c[nH]c3ccccc23)c1 | 9 | -0.1 | 13 | -0.6 |
| CCc1ccc(NC(=O)CSc2nc3cc4c(cc3c(=O)n2CCC(=O)NCc2ccc3c(c2)OCO3)OCO4)cc1 | -16 | -0.1 | 10 | 0.0 |
| C=C(C)COc1ccc2c(CC)cc(=O)oc2c1 | -9 | 0.3 | -8 | -0.8 |
| COC(=O)c1ccc(NC2=CC(=O)CC(C)(C)C2)cc1 | 6 | -0.3 | -4 | -0.3 |
| Cc1nn(-c2ccccc2)c2sc(C(=O)Oc3ccc(Br)cc3)cc12 | 28 | 0.1 | 5 | 0.4 |
| CS(=O)(=O)N(CC(=O)Nc1cccc(Br)c1)c1cccc2ccccc12 | -1 | 0.0 | 3 | 3.2 |
| CCn1cc(C(=O)N2CCCCC2)c2cc(OC)c(OC)cc2c1=O | 0 | 0.0 | 1 | 3.6 |
| O=C1CSC(=Nc2c(Cl)cccc2Cl)N1 | 0 | 0.0 | 1 | 0.5 |
| Cc1ccc(NC(=O)CN2C(=O)C(C)SC(C)C2=O)cc1 (stereo not given) | 6 | 0.0 | 23 | 2.0 |
| CCC(C)(C)C(=O)Nc1ccc(OC)cc1[N+](=O)[O-] | -3 | -0.6 | -3 | -1.5 |
| O=C(NCc1ccco1)c1c[nH]c2ccc(S(=O)(=O)N3CCCCC3c3cccnc3)cc2c1=O (stereo not given) | 16 | 0.3 | 8 | 2.6 |
| CC(=O)c1cccc(NC(=O)CN(c2ccc(Br)c(C)c2)S(C)(=O)=O)c1 | 10 | 0.1 | -1 | 0.4 |
| Cc1ccc(C)c(OCc2cc(C(=O)N(C)Cc3nccs3)no2)c1 | 7 | 0.1 | -36 | 0.6 |
| COc1cc(OC)cc(C(=O)NC(C(=O)N2CCC(C(N)=O)CC2)C(C)C)c1 (stereo not given) | -15 | -0.1 | -13 | 1.7 |
| O=C(NCc1ccco1)c1ccc(CS(=O)c2ccc(Br)cc2)o1 (stereo not given) | 77* | -0.1 | -1 | 0.7 |
| CC1=NN(C(=O)Cc2ccccc2)C(C)(C)C1 | 13 | 0.3 | -1 | 0.8 |
| CCC(=O)c1ccccc1OCCN1CCN(Cc2ccccc2)CC1 | 66* | 0.1 | 14 | 0.7 |
| C=CCSc1nnc2c(n1)OC(c1ccncc1)Nc1ccc(Br)cc1-2 (stereo not given) | 8 | 0.5 | 11 | -0.6 |
| COc1cc(CN2CCN(Cc3cc(OC)c(OC)c(OC)c3)CC2)cc(OC)c1OC | 10 | 0.2 | -2 | 2.0 |
| COc1ccc(Oc2c(C(F)(F)F)oc3cc(OC(C)C(=O)OCC(C)C)ccc3c2=O)cc1 (stereo not given) | 6 | -0.1 | -1 | 0.5 |
| CC1CN(c2nc3c(c(=O)[nH]2)CCN(C2CCCCC2)C3)CC(C)O1 (stereo not given) | 13 | 1.0 | -8 | -1.4 |
| COc1ccc(-c2cc(C(=O)N3CCOCC3)no2)cc1OC | 11 | -0.1 | -21 | 0.0 |
| CCC(=O)Nc1cc(NC(=O)CSc2nc(C)nc3sc(C)c(C)c23)ccc1C | -6 | 0.0 | -2 | 0.5 |
| O=C(Nc1nc2ccc([N+](=O)[O-])cc2s1)c1ccc(F)cc1 | -7 | -0.1 | 0 | 0.1 |
| CSc1ccccc1C(=O)Nc1ccc2c(c1)OCO2 | 1 | -0.2 | -17 | -0.8 |
| COc1cc(NC(=O)COc2cccc(C)c2)c(C(=O)O)cc1OC | 6 | 0.1 | -1 | 0.0 |
| O=C(Nc1ccccn1)c1ccc(Cl)c(S(=O)(=O)N2CCCCC2)c1 | -2 | -0.1 | -20 | 1.2 |
| COc1ccc(C2=N/C(=C/c3ccc(Br)cc3)C(=O)O2)cc1Br | -2 | -0.2 | 8 | 0.5 |
| CSc1ncc(Cl)c(C(=O)NCc2ccccc2)n1 | 1 | -0.1 | -3 | 1.6 |
| CCOc1ccc(-n2c(=S)sc3c(=O)[nH]c(SCc4c(F)cccc4Cl)nc32)cc1 | -1 | -0.1 | -6 | -0.6 |
| CCc1cccc2ccc(S(=O)(=O)N(C)C)c(CC)c12 | -5 | 0.0 | -2 | 0.5 |
| CCOC(=O)c1c(NC(=O)COc2ccccc2)sc(C(=O)OC)c1C | 23 | 0.1 | -6 | -1.6 |
| COc1cc(NC(=O)Cn2ccn(Cc3ccccc3OC)c(=O)c2=O)cc(OC)c1 | 5 | 0.4 | 12 | 0.0 |
| O=C(Nc1ccc(Br)cc1)Nc1nnc(Cc2ccccc2)s1 | 38 | 0.2 | 4 | -0.6 |
| O=C(NCCN1CCOCC1)C1CCN(c2ccc(Nc3ccc(C(F)(F)F)cc3)nn2)CC1 | 3 | -0.1 | -9 | 0.8 |

Reprinted from the part before: three compounds, followed by the next part.
| structure | MITF inh | FBW7 activator | TEAD-YAP inh | GPR151 ag |
| --- | --- | --- | --- | --- |
| COc1cc(NC(=O)Cn2ccn(Cc3ccccc3OC)c(=O)c2=O)cc(OC)c1 | 5 | 0.4 | 12 | 0.0 |
| O=C(Nc1ccc(Br)cc1)Nc1nnc(Cc2ccccc2)s1 | 38 | 0.2 | 4 | -0.6 |
| O=C(NCCN1CCOCC1)C1CCN(c2ccc(Nc3ccc(C(F)(F)F)cc3)nn2)CC1 | 3 | -0.1 | -9 | 0.8 |
| O=C(/C=C/c1ccco1)Nc1ccc(S(=O)(=O)NC2CCCCC2)cc1 | -2 | 0.0 | 9 | 1.8 |
| C=C(C)CSc1nc2sc3c(c2c(=O)n1-c1ccc(C)cc1)CCC3 | 3 | 0.1 | -2 | -0.5 |
| CCOc1ncccc1C(=O)OCC(=O)c1ccc(F)cc1 | 0 | 0.0 | 2 | -2.5 |
| O=C1C2=C(Nc3ncnn3C2c2ccc(Br)cc2)c2ccccc21 (stereo not given) | 6 | 0.0 | 0 | 0.1 |
| CCn1c(SCc2nc(-c3ccccc3)no2)nnc1-c1cccs1 | 14 | 0.0 | 5 | 0.9 |
| O=C1CS/C(=C(\C(Cl)=C(Cl)Cl)[N+](=O)[O-])N1c1ccc(F)cc1 | 5 | -0.1 | -5 | 1.6 |
| CCc1cccc(OCC(=O)Nc2nc(-c3ccc(NC(C)=O)cc3)cs2)c1 | 2 | 0.1 | -2 | 3.1 |
| Cc1ccnc(SCc2cc(=O)c(OC(=O)COc3ccccc3)co2)n1 | -6 | -0.1 | -2 | -1.6 |
| COc1ccc(C(=O)Oc2ccc([N+](=O)[O-])cc2)cc1Br | 8 | -0.1 | 6 | 0.2 |
| CN1CCN(S(=O)(=O)c2ccc(NC(=O)Cc3cccs3)cc2)CC1 | 6 | -0.1 | -4 | -1.2 |
| CN(C)S(=O)(=O)c1ccc(NC(=O)c2ccccc2Cl)cc1 | 10 | 0.1 | -1 | 0.5 |
| COc1ccc(CN2CCC(NC3CCCCCC3)CCC2=O)cc1 (stereo not given) | 11 | 0.1 | 6 | 1.4 |
| Cc1ccc(S(=O)(=O)N2CCN(Cc3ccccc3)CC2)s1 | 20 | 0.1 | -1 | 1.0 |
| Nc1cccc2c1C(=O)N(c1cc(Cl)ccc1Cl)C2=O | -8 | 0.3 | -1 | 0.8 |
| CCCCCCSC1=C(C#N)C(c2cccc(Cl)c2)CC(=O)N1 (stereo not given) | 20 | 0.1 | -8 | -0.8 |
| COc1ccc(N2CCN(S(=O)(=O)c3ccc(F)cc3OC)CC2)cc1 | -2 | -0.2 | -7 | -0.2 |
| COc1ccc(C(=O)/C=C2\Sc3cc(OC)ccc3NC2=O)cc1 | -3 | 0.1 | -30 | 1.7 |
| N#CCCN(CCC#N)C(=O)C12CC3CC(C1)CC(c1ccccc1)(C3)C2 | 5 | -0.1 | 0 | 2.6 |
| O=c1c2c3c(sc2ncn1Cc1c(F)cccc1Cl)CCCC3 | 14 | 0.0 | -13 | 0.1 |
| C/C(=N\Nc1ccc(C#N)cc1[N+](=O)[O-])c1ccc(Cl)cc1 | -8 | -0.1 | 4 | -1.4 |
| Cc1ccc(-c2nc3ccccn3c2NC(=O)c2ccc(Cl)cc2)cc1 | 0 | 0.1 | 2 | -1.4 |
| Cc1ccc(NC(=O)Cn2ccn(-c3cccc(Cl)c3)c(=O)c2=O)cc1 | 1 | 0.0 | 10 | 0.2 |
| CC1CCN(C(=O)C(NS(=O)(=O)c2cccc3nsnc23)c2ccccc2)CC1 (stereo not given) | -13 | -0.9 | 6 | -0.4 |
| OCCC1CN(CC#Cc2ccccc2)CCN1Cc1ccsc1 (stereo not given) | -5 | -0.1 | -6 | 0.9 |
| CCC(C)NC(=O)c1ccc(N2CC3CC(C2)c2cccc(=O)n2C3)c(NC(=O)c2cccc(C(F)(F)F)c2)c1 (stereo not given) | -14 | 0.0 | -5 | -0.7 |
| COc1cc(/C=C2/NC(=S)NC2=O)ccc1OCCC(C)C | -2 | 0.1 | 10 | 0.1 |
| CCN(c1ccccc1)S(=O)(=O)N1CCCC(C(=O)O)C1 (stereo not given) | 1 | -0.1 | -11 | 2.0 |
| COc1ccc(C(=O)c2cc3ccc(O)cc3oc2=O)cc1 | -2 | 0.1 | -2 | -5.4 |
| COC(=O)C1=C(C)N=c2s/c(=C\c3ccc(OC(C)=O)cc3OC(C)=O)c(=O)n2C1c1ccc(OC)cc1 (stereo not given) | -2 | -0.2 | 0 | 0.1 |
| CCOC(=O)c1c(C)n(C(C)C)c2ccc(OCC(N)=O)cc12 | 22 | 0.4 | -4 | -0.4 |
| Cc1cc(C)nc(NC(=O)NCCCSc2nc(C)cc(C)n2)n1 | -2 | 0.1 | 0 | 1.0 |
| COc1ccc(C2NC(c3ccc(OC)c(OC)c3)C(C)C(=O)C2C)cc1OC (stereo not given) | 30 | 0.2 | -18 | -1.6 |
| Cc1cccc(CNC(=O)C2CC23CCN(C(=O)c2c(-c4ccccc4)noc2C)CC3)n1 (stereo not given) | 80* | 0.2 | 4 | 0.9 |
| Nc1cc(N2CCN(c3ccccn3)CC2)ncn1 | 4 | 0.4 | -2 | -1.9 |
| Cc1cccc(-n2c(C)cc(/C=N/NC(N)=O)c2C)c1 | 21 | 0.6 | -5 | 1.1 |
| CCOc1ccc(C(=O)Nc2c3c(nn2C(C)(C)C)CSC3)cc1OCC | 0 | 0.2 | -10 | -0.7 |
| CCCCCCN1CC2=C(Nc3ccccc3NC2=O)C1=O | 3 | 0.5 | -2 | -0.1 |
| COC(=O)C1=C(NC(=O)NC(=O)N(c2ccccc2)S(C)(=O)=O)CCS1 | 4 | 0.0 | 3 | -0.1 |
| CCOc1ccc(C(F)(F)F)cc1NS(=O)(=O)c1ccc2c(c1)n(C)c(=O)n2C | -1 | -0.1 | -19 | 3.3 |
| CCOc1ccc(NC(=O)N2CCC(NC(=O)OC(C)(C)C)CC2)cc1 | -8 | 0.0 | 5 | -0.3 |
| Nc1[nH][nH]c(=O)c1N=Nc1ccccc1 | 10 | -0.1 | -9 | -3.1 |
| COc1cccc(NC(=O)Nc2ccc(C)cc2[N+](=O)[O-])c1 | 3 | -0.3 | -12 | -0.2 |
| O=C(c1ccc2c(=O)n(CCc3ccccc3)c(=S)[nH]c2c1)N1CCN(c2ccccc2)CC1 | -4 | 0.2 | -2 | 6.3* |
| Cc1cccc(NC(=O)C2CCN(C(=O)NC3CCCCC3)CC2)c1C | 1 | 0.1 | -4 | -0.7 |
| O=C(Nc1ccc2c(c1)CCC2)c1ccc2c(=O)n(-c3ccc(F)c(Cl)c3)c(=S)[nH]c2c1 | 14 | 0.1 | -5 | 0.6 |
| CC(C)NC(=O)CSc1n[nH]c(-c2ccc(Br)cc2)n1 | 1 | 0.0 | -23 | -0.8 |
| Cc1cc(F)ccc1NC(=O)CC(C)S(=O)(=O)c1ccc2c(c1)SCC(=O)N2 (stereo not given) | -11 | 0.3 | 8 | -1.4 |
| CC(C)=CCN1CCN(Cc2nc3ccccc3nc2C)CC1CCO (stereo not given) | 2 | 0.0 | 4 | -2.4 |
| CC1=NN(c2ccccc2)C(=O)/C1=C\c1ccccc1Cl | -12 | -0.2 | -4 | 0.6 |

Source: PubChem (The Scripps Research Institute Molecular Screening Center)
